Bioassay records as filed in PubChem BioAssay.
PPARg SRC-2 ag – promotes SRC-2 coactivator recruitment by human PPARgamma; PPARgamma LBD-SRC-2 recruitment, biochemical; AID 1032; activation, % at 8 µM; P37231; 200,000 compounds, 0.34% hits; in the data active = activation above about 22%;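 also: 0% = vehicle and 100% = reference agonist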
Target sequence (P37231 whole entry, looked up, the tested form may be a part): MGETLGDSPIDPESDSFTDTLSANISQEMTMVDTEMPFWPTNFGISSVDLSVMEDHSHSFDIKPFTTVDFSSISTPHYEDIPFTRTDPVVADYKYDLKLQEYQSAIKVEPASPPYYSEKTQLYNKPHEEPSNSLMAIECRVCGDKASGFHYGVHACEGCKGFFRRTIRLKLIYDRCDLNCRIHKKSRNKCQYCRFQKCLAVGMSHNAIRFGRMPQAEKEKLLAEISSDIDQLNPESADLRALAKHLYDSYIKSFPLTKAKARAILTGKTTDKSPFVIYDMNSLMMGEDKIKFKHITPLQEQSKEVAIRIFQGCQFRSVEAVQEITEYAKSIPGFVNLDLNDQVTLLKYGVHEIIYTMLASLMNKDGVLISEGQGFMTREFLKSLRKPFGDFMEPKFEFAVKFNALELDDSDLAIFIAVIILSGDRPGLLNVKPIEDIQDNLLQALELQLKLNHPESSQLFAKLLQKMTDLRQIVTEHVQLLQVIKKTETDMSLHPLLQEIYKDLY
TNAP act hi DEA – TNAP (human) activation, high acceptor | AID 1136 | purified TNAP, CDP-star luminescence, 1 M DEA, 30 min; stronger effect = higher value; 0 = EDTA background, 1 = DMSO-only activity | 200,000 tested, under 10 active | activation factor at 20 µM;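 active = activation factor at least 2 at 20 µM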
Target sequence (P05186 whole entry, looked up): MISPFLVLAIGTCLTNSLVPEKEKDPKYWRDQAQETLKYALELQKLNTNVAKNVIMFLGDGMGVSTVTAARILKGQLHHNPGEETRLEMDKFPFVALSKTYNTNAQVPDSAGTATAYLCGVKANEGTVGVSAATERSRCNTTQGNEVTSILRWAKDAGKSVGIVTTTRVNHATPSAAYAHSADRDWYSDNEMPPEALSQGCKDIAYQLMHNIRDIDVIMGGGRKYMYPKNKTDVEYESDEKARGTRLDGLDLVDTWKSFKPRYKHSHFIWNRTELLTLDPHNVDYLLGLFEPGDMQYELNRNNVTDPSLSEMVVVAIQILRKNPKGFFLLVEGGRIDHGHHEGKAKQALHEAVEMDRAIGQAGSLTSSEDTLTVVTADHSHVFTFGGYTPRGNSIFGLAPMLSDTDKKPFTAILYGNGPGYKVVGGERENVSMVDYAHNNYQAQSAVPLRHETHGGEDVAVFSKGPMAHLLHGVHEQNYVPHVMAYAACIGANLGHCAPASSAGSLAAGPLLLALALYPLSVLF
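Assay system: human TNAP; Input: enzyme diluted 1/800 final; Reagent: CDP-star luminogenic substrate at 100 µM final; Timing: 30 min, room temperature; Signal: luminescence; Evaluation: TNAP activation factor scaled between EDTA and DMSO control wells.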
TNAP inh hiacc – TNAP (human) inhibition, high acceptor; purified TNAP, CDP-star luminescence, 1 M DEA; 200,000 compounds, 0.03% hits; inhibition, % at 20 µM;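 active = over 50% inhibition of tissue-nonspecific alkaline phosphatase at 20 µM in the single-dose screen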;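 also: plate controls were DMSO wells for no effect and EDTA-quenched wells as full inhibition for full effect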
TNAP inh no acc – blocks human TNAP activity with no phosphate acceptor present | inhibition, % at 20 µM | purified TNAP, CDP-star luminescence, 30 min | 200,000 compounds, 0.26% hits | P05186;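 active = tissue-nonspecific alkaline phosphatase inhibition above about 50% at 20 µM in the single-dose screen, limit read from the data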;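 also: 0% = DMSO negative control and 100% = EDTA positive control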
TR-FRET SRC-2 ct – counter-screen for PPARgamma SRC-2 recruitment agonists: TR-FRET artefact; stronger effect = higher value; TR-FRET ratio at 8 µM; 200,000 compounds, 0.4% hits; AID 1049; in the data active = TR-FRET ratio above about 2000; also: inactives centre near 1500
PPARg SRC-3 ag – agonists of human PPARgamma SRC-3 coactivator recruitment; P37231; biochemical PPARgamma/SRC-3 coactivator recruitment assay; activation, % at 8 µM; 200,000 compounds, 0.26% hits; AID 731; in the data active = activation above about 23%;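 also: 0% = DMSO and 100% = reference agonist; some compounds past the cut are filed as inactive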
PPARg SRC-1 ag – PPARgamma-driven SRC-1 recruitment agonism; P37231; PPARgamma-SRC-1 coactivator recruitment biochemical assay; activation, % at 8 µM; 200,000 compounds, 0.41% hits; AID 631; in the data active = activation above about 19%;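 also: 0% = DMSO and 100% = reference agonist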
bIAP inh – blocks bovine intestinal alkaline phosphatase activity | purified bovine IAP, CDP-star luminescence, 30 min | inhibition, % at 20 µM | 190,000 tested, under 10 active;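 active = over 50% inhibition of intestinal alkaline phosphatase at 20 µM in the single-dose screen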
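System: Purified bovine intestinal alkaline phosphatase (IAP) enzyme | Input: IAP diluted 1/65,000,000 in the well | Also added: CDP-star chemiluminescent phosphatase substrate, 30 µM final | Dosing: 20 µM single dose | Times: Enzyme reaction for 30 min at room temperature | Detection: Luminescence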
HMGR II inh – blocks class II HMG-CoA reductase of Enterococcus faecalis; purified E. faecalis HMGR, NADPH absorbance 340 nm kinetic; inhibition, % at 10 µM; 190,000 compounds, 0.41% hits;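 active = inhibition above a set limit, the median over all tested compounds plus 3 SD, cut at about 9.5% in these data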;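 also: enzyme runs in reverse so mevalonate oxidation gives rising NADPH absorbance; 0% = complete reaction with DMSO and 100% = background rate lacking mevalonate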
bIAP activator – intestinal alkaline phosphatase (bovine) activation; purified bovine IAP, CDP-star luminescence, 30 min; stronger effect = higher value; fold of DMSO-control signal, blank-subtracted; 200,000 compounds, 0.17% hits; activation factor at 20 µM; AID 1016;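 active = activation factor of 2 or more at 20 µM, a signal rise over negative controls twice the positive control's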
The depositor's hits bear a star; · = no result given.

SMILES	PPARg SRC-2 ag	TNAP act hi DEA	TNAP inh hiacc	TNAP inh no acc	TR-FRET SRC-2 ct	PPARg SRC-3 ag	PPARg SRC-1 ag	bIAP inh	HMGR II inh	bIAP activator
O=C(COC(=O)CNC(=O)c1ccccc1F)Nc1cccnc1Cl	0	1	-2	-10	1437	4	4	-12	-3	1.1
Nc1nonc1-c1nc2ccccc2n1CC(=O)N/N=C/c1ccc(-c2cccc(C(=O)O)c2)o1	-8	1	-1	1	1465	4	3	-16	-9	1.2
COCCN(CC(=O)NC1CCCCC1)C(=O)CSc1nc2ccccc2o1	6	1	-3	-3	1632	-2	-6	4	-4	1
CC1CCCN(c2nc(NCc3ccco3)nc(N)c2[N+](=O)[O-])C1 (stereo not drawn)	6	1	5	5	1588	1	3	9	-2	0.9
Cc1cccc(NC(=O)C2C3C=CC(C4CC34)C2C(=O)O)c1 (stereo not drawn)	4	1	2	-1	1611	-3	0	-2	-4	1
O=C(Cn1c(C(=O)NCC2CCCO2)cc2sccc21)c1ccccc1 (stereo not drawn)	3	1.1	-8	-14	1544	3	-1	4	-1	1
CC(Sc1cccc[n+]1[O-])C(=O)Nc1ccc(Oc2ccccc2)cc1 (stereo not drawn)	3	1.1	-7	-14	1451	14	4	-10	-1	1.1
COC(=O)C1=C(C)NC(=O)NC1c1cn(-c2ccccc2)nc1-c1cccs1 (stereo not drawn)	9	1	-2	-1	1492	-2	0	3	-3	1
CCOc1ccc(NC(=O)CC2C(=O)N(CC)C(=S)N2CCNC(C)=O)cc1 (stereo not drawn)	3	1	-2	-10	1493	4	-2	1	0	1
CC1CCN(C(=S)c2cccc([N+](=O)[O-])c2)CC1	1	1	-1	-4	1306	-3	-8	9	2	0.9
Cn1c(=O)c2c(nc(N3CCOCC3)n2CCCNC2=NCCCCC2)n(C)c1=O	-7	1	-2	-8	1519	1	5	8	-3	0.9
COCCOC(=O)c1c(NC(=O)CN2CCOCC2)sc(C(N)=O)c1C	5	1	1	-6	1820	12	7	2	17*	1
Cc1ccc(S(=O)(=O)c2cc3c(=O)n4ccccc4nc3n(CC3CCCO3)c2=N)cc1C (stereo not drawn)	3	1	2	0	1576	-1	1	8	-1	0.9
COCCNC(=O)c1ccc2c(c1)nc(C)n2-c1cc(OC)c(OC)c(OC)c1	4	1	-2	-7	1513	3	6	-8	·	1.1
Cc1c(Cl)cccc1NC(=O)CNCc1ccccc1F	-5	1	-5	-7	1431	4	-1	5	-2	0.9
C=C(C)CSc1nc(N)c(C#N)c(-c2ccc(C)cc2)c1C#N	6	1	0	-3	1542	7	-2	27	-3	0.7
CC(C)c1nnc(NC(=O)CC(=O)Nc2ccccc2C(=O)O)s1	0	1.1	-7	-13	1622	1	4	7	-5	0.9
Cc1ccccc1CSCCNC(=O)c1ccc(Cl)c(S(=O)(=O)N2CCOCC2)c1	2	1	-2	-6	1453	1	-5	13	-3	0.9
COc1ccc(CCNC(=O)COc2ccc(S(=O)(=O)N3CCOCC3)cc2)cc1OC	3	1.1	-8	-8	1385	7	6	-1	-3	1
COc1ccc(S(=O)(=O)N(CC(=O)NCC2CCCO2)c2ccc(F)cc2)cc1OC (stereo not drawn)	1	1	-3	-11	1477	13	8	1	-1	1
CCCCC(CC)Cn1c(O)c(/C=C2\C=NN=C2c2ccccc2)sc1=S (stereo not drawn)	-8	1	-4	-12	1452	-1	0	-6	-5	1.1
CCN(CC(=O)Nc1c(C(=O)OC)[nH]c2ccccc12)c1ccc2c(c1)OCO2	0	1	0	-4	1495	8	7	-7	-4	1.1
N#Cc1nc(COc2ccccc2)oc1NCCCn1ccnc1	-7	1.1	-5	-3	1332	-2	-5	-9	-3	1.1
CCCc1cn(S(=O)(=O)c2ccc(OC)cc2OC)nc1N	4	1	-4	-15	1344	5	8	19	-1	0.8
COC(=O)Cc1c(C)nc2nc(NCc3cccc([N+](=O)[O-])c3)[nH]n2c1=O	-1	1.1	-9	-1	1493	-1	-1	6	0	0.9
O=C(CSc1ccccc1C(=O)O)NC1CCCCCCC1	1	1	-2	-8	1426	-2	5	8	-13	0.9
COC(=O)c1oc2nc(C)cc(C)c2c1N	-6	1	-2	-7	1283	-10	-3	-5	5	1
Cn1cc(Br)c(C(=O)Nc2sc3c(c2C(N)=O)CCC3)n1	1	1	0	-4	1436	-8	-5	-1	-5	1
C/C(=C\C(=S)Nc1ccccc1)Nc1cccc2ccccc12	10	1	3	14	1826	14	16	-14	-7	1.1
Cc1cc(N(CC(=O)O)S(C)(=O)=O)ccc1Br	16	1	-4	-13	1543	13	7	2	-4	1
Cc1ccccc1NC(=S)N1CCN(Cc2ccc3c(c2)OCO3)CC1	1	1	3	-14	1631	3	0	-2	-3	1
O=C(Nc1ccc(F)cc1)c1cnc(-c2ccccc2)nc1-c1ccccc1	5	1	-2	-9	1554	2	5	4	-5	1
COc1ccc(Sc2nnc(Cc3ccccc3)c3ccccc23)cc1	11	1	-1	-7	1718	20	9	4	-3	1
C1CN=C(NC23CC4CC(CC(C4)C2)C3)C1	2	1	-1	-8	1523	-3	2	2	1	1
COC(=O)c1c(NC(=O)CSc2nc3ccccc3c(=O)n2-c2ccccc2)sc(C)c1C	-7	1.1	-6	-10	1567	0	-11	13	-4	0.9
COc1cc2c(cc1OC)C(c1cccs1)N(C(=O)c1cccnc1)CC2 (stereo not drawn)	-1	1	1	-8	1488	3	12	-8	-7	1.1
COc1ccc(CNC(=O)COC(=O)c2c[nH]c(=O)[nH]c2=O)cc1OC	-6	1.1	-6	-12	1557	-10	-1	2	0	1
O=C(CCCCCn1c(SCC(=O)c2ccccc2)nc2ccccc2c1=O)NCc1ccco1	2	1	-4	-4	1441	-2	6	10	-2	0.9
CN1CCN(Cc2c(O)ccc3c2oc(=O)c2ccccc23)CC1	11	1	-4	-10	1548	2	2	3	-5	1
Cc1cccc2nc(COc3ccc(-c4ccccc4)cc3)cn12	6	1.1	-7	-12	1599	7	4	0	-1	1
C=CCOc1ccc(Br)cc1/C=C1/SC(=Nc2ccc(C(=O)O)cc2)NC1=O	-9	1	1	-5	1513	2	3	-5	-2	1
CCc1ccc2c(c1)C(=O)c1ccccc1C2=O	6	1	-1	-10	1548	5	1	8	-1	0.9
O=C(OC1C2CCC1C1CN(CCc3ccccc3)CC12)c1ccccc1 (stereo not drawn)	-2	1.1	-6	-1	1458	6	5	5	2	1
O=C(Cc1ccccc1)NCC1CCCO1 (stereo not drawn)	11	1	-1	6	1470	3	3	-2	-5	1
O=C(O)Cc1ccc2c(c1)N(S(=O)(=O)c1cccc(C(F)(F)F)c1)CC(C(=O)O)O2 (stereo not drawn)	8	1	-1	-6	1529	8	2	2	-6	1

Record cards, as listed above. Values in the order: PPARg SRC-2 ag, TNAP act hi DEA, TNAP inh hiacc, TNAP inh no acc, TR-FRET SRC-2 ct, PPARg SRC-3 ag, PPARg SRC-1 ag, bIAP inh, HMGR II inh, bIAP activator
Cc1cccc2nc(COc3ccc(-c4ccccc4)cc3)cn12 is listed with 6, 1.1, -7, -12, 1599, 7, 4, 0, -1, 1
CCCCC(CC)Cn1c(O)c(/C=C2\C=NN=C2c2ccccc2)sc1=S (stereo not drawn) is listed with -8, 1, -4, -12, 1452, -1, 0, -6, -5, 1.1
COCCOC(=O)c1c(NC(=O)CN2CCOCC2)sc(C(N)=O)c1C is listed with 5, 1, 1, -6, 1820, 12, 7, 2, 17*, 1
O=C(Cc1ccccc1)NCC1CCCO1 (stereo not drawn) is listed with 11, 1, -1, 6, 1470, 3, 3, -2, -5, 1
COCCN(CC(=O)NC1CCCCC1)C(=O)CSc1nc2ccccc2o1 is listed with 6, 1, -3, -3, 1632, -2, -6, 4, -4, 1

(next part)
SMILES	PPARg SRC-2 ag	TNAP act hi DEA	TNAP inh hiacc	TNAP inh no acc	TR-FRET SRC-2 ct	PPARg SRC-3 ag	PPARg SRC-1 ag	bIAP inh	HMGR II inh	bIAP activator
COc1ccc(CN2CNc3nc4ccccc4n3C2)cc1	6	1.1	-10	5	1539	-2	2	10	-7	0.9
CCc1ccccc1Nc1cc(C(=O)NCc2ccccn2)c2ccccc2n1	5	1	0	-5	1849	8	6	-3	-2	1
Cc1ccc(N2Cc3ccccc3OC(C)C2=O)cc1 (stereo not drawn)	-5	1.1	-8	-3	1289	-4	6	4	3	1
Cn1cccc1C(=O)NC(=O)CSc1nnc(C2CC2)n1-c1ccccc1	8	1	2	-14	1492	11	3	5	-2	1
COCCn1nnnc1SCC(=O)NCc1ccc2c(c1)OCO2	4	1.1	-8	-29	1540	-2	-4	16	-4	0.8
NC(=O)NC(c1ccccc1)c1ccccc1F (stereo not drawn)	13	1.1	-5	-5	1314	-5	13	8	0	0.9
CC(C)Oc1ccc(C(=O)NC(=S)N2CCOCC2)cc1	-3	1	-2	-17	1408	2	-6	12	-2	0.9
Nc1nc(SCc2ccc(Cl)cc2)ns1	1	1	-2	-13	1456	9	7	26	-7	0.7
O=C1c2ccccc2C(=O)N1CC(O)CNc1ccc(Br)cc1 (stereo not drawn)	-1	1	1	-9	1506	2	2	-4	-8	1
O=C(/C=C/c1ccccc1)OCCCCN=C1NS(=O)(=O)c2ccccc21	0	1	-1	-3	1561	2	-2	2	-4	1
CC(=O)n1nc(-c2ccccc2)nc1NCc1cccs1	-2	1.1	-5	43	1433	1	-3	-5	-6	1
C=CCc1cccc(/C=C/c2cc(=O)c3ccccc3[nH]2)c1O	-1	1	4	3	1439	-4	-1	1	2	1
O=C(NCc1ccccc1)c1ccc2c(c1)C(=O)N(Cc1ccncc1)C2=O	9	1.1	-8	-14	1468	9	2	9	3	0.9
c1ccc(Cn2nnnc2C(c2cccs2)N2CCSCC2)cc1 (stereo not drawn)	1	1	-2	-8	1487	2	-3	5	-1	1
CNC(=O)NC(=O)C(C)N1CCN(C/C=C/c2ccccc2)CC1 (stereo not drawn)	7	1	-2	-9	1619	6	6	-12	-4	1.1
CCOC(=O)NC(Nc1cc(C)on1)(C(F)(F)F)C(F)(F)F	3	1	1	3	1490	-3	4	-2	0	1
Oc1c(C(c2ccccc2)N2CCN(Cc3ccccc3)CC2)sc2ncnn12 (stereo not drawn)	16	1.1	-8	-13	1676	12	8	-3	2	1
O=C(Oc1ccc(-n2cnnn2)cc1)c1ccccc1	-3	1	-1	-6	1332	5	1	-5	-2	1
Cc1cc2nc(CSc3ccccc3)cc(=O)n2[nH]1	2	0.9	5	0	1596	-3	6	7	-4	0.9
COC(=O)c1ccc(NC(=O)Nc2ccc3c(c2)nc(C)n3C)cc1	3	1	-2	-3	1530	2	7	3	-7	1
O=C(O)CCC(=O)Nc1ccc2c(c1)oc1ccccc12	17	1	-1	-10	1598	9	-3	3	-11	1
Cc1noc(C)c1S(=O)(=O)N1CCCC(C(=O)N2CCc3ccccc3C2)C1 (stereo not drawn)	-3	1	-5	-15	1625	7	-5	-13	4	1.1
Cc1cc(C(=O)CN2C(=O)NC3(CCCCC3)C2=O)c(C)n1C	3	1	-4	-8	1539	1	-5	-1	2	1
